Screening data deposited in PubChem by National Center for Advancing Translational Sciences (NCATS).
GAA glycogen: alters human alpha-glucosidase cleavage of glycogen; P10253; recombinant GAA, glycogen substrate, Amplex Red glucose oxidase fluorescence; Potency, µM (highest dose often 76.4 µM), for inactives: at the highest dose activity change, negative = inhibition, most hits filed as inhibitors; hit rate 0.38% among 300,000; AID 2100;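 further: 0% = full enzyme reaction and -100% = no-enzyme basal signal; the screen sought inhibitors and activators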
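qHTS, 1536-well; enzyme 4 nM final; cpd up to 77 uM; substrate bovine liver glycogen 30 ug; 50 mM citrate/phosphate pH 5.0, 0.01% Tween-20; 37 C, 40 min; Amplex Red detection 45 min RT; Hill fit → AC50.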
HTT ATP protect: protects HTT-Q103 PC12 cells, measured by ATP. hit rate 0.14% among 230,000. PC12 HTT-Q103 induced, cytoprotection, ATP luminescence, 40 h. Potency, µM (top dose mostly 56.4 µM), inactives show cytoprotection (ATP increase), hits mostly activators. AID 1471;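 further: % of control where 0% means no effect; nearly all actives have a fitted effect of over 45% in size; toxic huntingtin expression switched on by the ecdysone agonist tebufenozide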
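Stable PC12 Q103-GFP cells in serum-supplemented, phenol red-free DMEM; induction by tebufenozide at 100 nM final; compound dose series; cell viability quantified luminescently from ATP.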
GAA inhib: inhibitors of human lysosomal alpha-glucosidase; P10253; purified human GAA, 4-MU-alpha-glucoside fluorescence; Potency, µM (titrated, usually from 76.9 µM), for the others: at the top dose activity change, negative = inhibition, actives largely listed as inhibitors; hit rate 0.005% among 200,000; AID 1466;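 further: plate controls were uninhibited enzyme wells for no effect and no-enzyme background for full effect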
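Fluorogenic assay: 4 nM human alpha-glucosidase with 400 uM 4-methylumbelliferyl-alpha-D-pyranoside in 50 mM citrate/phosphate, 0.005% Tween-20, pH 5.0, 20 min at room temperature. Compounds tested up to 77 uM; AC50 from Hill fits.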
Tau fluor cs: counter-screen for tau fibril formation inhibitors. tau K18 P301L Alexa594 fluorescence, heparin fibrillization. Potency, µM (top dose mostly 57.7 µM), without a hit: at the top dose activity change, negative = decrease. hit rate 0.93% among 280,000; further: on the % scale 0 is the no-effect control and ±100 the full control effect; nearly all actives have a fitted effect of over 55% in size
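Human tau K18 P301L (15 uM unlabeled, 0.24 uM Alexa 594-labeled) in 100 mM sodium acetate pH 7 with 20 uM heparin, 6 hr at 37 C. ThT 30 uM added, 1 hr ambient; Alexa 594 FP and total fluorescence read at 555/632 nm.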
aGal spleen mod: inhibitors or activators of human alpha-galactosidase in spleen homogenate. P06280. human spleen homogenate, 4MU-alpha-Gal fluorescence, 40 min. Potency, µM (doses to about 80 µM), without a hit: at the top dose activity change, negative = inhibition, actives largely listed as inhibitors. hit rate 0.008% among 240,000;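 further: 0% = enzyme with vehicle and -100% = no enzyme basal signal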
Target sequence (P06280 32-429 limits assumed): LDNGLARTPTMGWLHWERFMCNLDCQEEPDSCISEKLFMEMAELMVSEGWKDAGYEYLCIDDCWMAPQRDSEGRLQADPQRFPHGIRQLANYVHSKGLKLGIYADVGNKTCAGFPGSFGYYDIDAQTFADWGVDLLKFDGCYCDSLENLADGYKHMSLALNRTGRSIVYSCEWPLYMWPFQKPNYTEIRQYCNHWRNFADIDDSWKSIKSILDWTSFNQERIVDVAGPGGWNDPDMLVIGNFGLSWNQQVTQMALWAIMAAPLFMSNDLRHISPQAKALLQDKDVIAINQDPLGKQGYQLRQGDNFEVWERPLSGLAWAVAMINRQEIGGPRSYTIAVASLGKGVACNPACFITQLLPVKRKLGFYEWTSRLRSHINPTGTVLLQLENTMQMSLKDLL
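qHTS titration in buffer at pH 5.0. Alpha-galactosidase activity in spleen homogenate was measured via 4-methylumbelliferone release from 1 mM fluorogenic substrate after 40 min at 37C and a pH 10 stop. AC50 came from Hill fits of control-normalized data.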
Tau ThT inhib: tau fibrillization inhibition (ThT binding) | P10636 | recombinant tau K18 P301L (four-repeat tau fragment), heparin-induced fibrillization, ThT fluorescence | Potency, µM (titrated, usually from 57.4 µM), for the others: at the highest dose activity, negative = inhibition, hits mostly inhibitors | hit rate 2.1% among 270,000; further: on the % scale 0 is the no-effect control and ±100 the full control effect; nearly all actives have a fitted effect of over 55% in size
Target sequence (P10636 561-689 P618L limits assumed): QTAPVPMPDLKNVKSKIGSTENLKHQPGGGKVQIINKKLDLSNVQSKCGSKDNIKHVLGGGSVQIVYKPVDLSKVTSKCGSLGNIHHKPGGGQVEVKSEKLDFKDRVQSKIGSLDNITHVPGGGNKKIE
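Tau K18 P301L fragment (15 uM unlabeled plus 0.24 uM Alexa 594-labeled) in 100 mM sodium acetate pH 7 with compound, fibrillization induced by 20 uM heparin for 6 hr at 37 C. Thioflavin T (30 uM) added, fluorescence read after 1 hr (ex 450, em 510 nm).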
aGlu spleen mod: inhibits or activates alpha-glucosidase in human spleen homogenate; Potency, µM (highest dose often 79.9 µM), without a hit: at the top dose activity change, negative = inhibition, most hits filed as inhibitors; P10253; hit rate 0.006% among 240,000; human spleen homogenate, 4-MU-alpha-glucoside fluorescence;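 further: 0% = enzyme with vehicle and -100% = no enzyme basal signal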
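Human spleen homogenate (1 ug) incubated with compounds and 1 mM 4-methylumbelliferyl-alpha-D-glucopyranoside in pH 5.0 citrate/phosphate buffer, 37 C, 40 min. Stopped at pH 10; 4-MU fluorescence (Ex 365/Em 440 nm); AC50 by Hill fit.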
Tau fibril FP: blocks human tau fibril formation measured by polarization | hit rate 0.39% among 280,000 | P10636 | AID 1468 | Potency, µM (highest dose often 57.7 µM), without a hit: at the top dose activity, negative = inhibition, usual class: inhibitors | K18 P301L tau heparin fibrillization, Alexa594 FP, 6 h; further: on the % scale 0 is the no-effect control and ±100 the full control effect; nearly all actives have a fitted effect of over 55% in size
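FP of Alexa 594-tau after heparin (20 uM) induction. Substrate: human K18 P301L, 15 uM unlabeled, 0.24 uM labeled. Buffer 100 mM sodium acetate pH 7. 6 hr, 37 C.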
Numbers without * were called inactive; ? = inconclusive; nt = not tested or not shown; [ ] = another dose, or the depositor's remark. The call rests on the fitted dose curve; in most records, active means well fitted curve in the direction sought with a large enough effect; inconclusive means small, poorly fitted or top-dose-only effect, or another doubt; inactive means no such curve, though single readings can be large; an effect the other way counts as inactive or inconclusive. Potency means the concentration at half of the fitted maximal effect.

Screens in order: GAA glycogen	HTT ATP protect	GAA inhib	Tau fluor cs	aGal spleen mod	Tau ThT inhib	aGlu spleen mod	Tau fibril FP
COc1ccc(/C=C/C(=O)OCC(=O)NCc2ccco2)cc1OC
 : 11%	nt	-1%	-3%	6%	-7%	4%	6%
O=C1CSC(c2cn(-c3ccccc3)nc2-c2cc3ccccc3oc2=O)N1Cc1ccccc1 (configuration not stated)
 : -6%	-29%	8%	-26%	0%	-10%	-2%	-10%
CC(C)CC(=O)Nc1sc2c(c1C(=O)O)CCCCC2
 : 20%	-39%[inhibitor]	?	9%	-8%	7%	-4%	1%
CCOc1ccc(CCNC(=O)CCc2c(C)nc3c(c(C)nn3-c3ccc(C)c(C)c3)c2C)cc1
 : -2%[76.3 µM]	nt	nt	1%	nt	-4%	nt	-7%
Cc1cccc(OCC(=O)N2CCC(c3nc4ccccc4o3)CC2)c1C
 : -5%[76.3 µM]	nt	nt	-3%	nt	-8%	nt	11%
Cc1nc2ccc(S(=O)(=O)NCC(=O)Nc3ccc(C)c(Cl)c3)cc2s1
 : -3%[76.3 µM]	nt	nt	-27%	nt	-2%	nt	-12%
O=C1C[C@H](c2ccccc2)Oc2cc(O)cc(O)c21
 : nt	-22%[1.9 µM]	nt	?	-2%	-17%	12%	-12%
O=C(NCc1ccc2c(c1)OCO2)c1cc2c(s1)CSC2
 : -6%	-14%	-4%	-23%	1%	?	1%	-13%
COc1ccc(OCc2n[nH]c(=S)n2-c2ccc(C)cc2)cc1
 : -17%	4%[10 µM]	?	-2%	2%	-6%	-2%	13%
CCOC(=O)Cc1ccc(NC(=O)c2ccc(C(C)(C)C)cc2)cc1
 : -3%	-92%[inhibitor]	?	-27%	-14%	?	-17%	6%
COC(=O)c1nn(-c2ccccc2)c(Sc2ccc(Br)cc2)c1/C=N/O
 : 3%	-3%	-1%	-24%	-17%	?	-14%	-3%
COc1cccc(NS(=O)(=O)c2ccc3c(c2)n(C)c(=O)c(=O)n3C)c1
 : -1%	14%[10 µM]	-14%	-2%	3%	-2%	-3%	-2%
COc1cc(Cl)c(C)cc1NC(=O)Cn1ncc2c3ccccc3n(Cc3ccccc3)c2c1=O
 : 3%[76.3 µM]	nt	nt	-17%	nt	4%	nt	-1%
CC(=O)c1ccc(N2CCN(C(=O)CCCCn3c(=O)[nH]c4ccsc4c3=O)CC2)cc1
 : 3%[76.3 µM]	nt	nt	-18%	nt	?	nt	-5%
O=C(CN1C(=O)c2ccccc2C1=O)N1CCN=C1c1ccccc1
 : -6%	3%[10 µM]	nt	-13%	-5%	-12%	-2%	-2%

Screens in order: GAA glycogen	HTT ATP protect	GAA inhib	Tau fluor cs	aGal spleen mod	Tau ThT inhib	aGlu spleen mod	Tau fibril FP
Cc1cccc(NS(=O)(=O)c2c(C)noc2C)c1
 : -9%	-6%	-5%	-5%	-5%	4%	-3%	-1%
CCn1cc2c(n1)-c1c(oc(C(=O)Nc3cccc(C(F)(F)F)c3)c1C)CC2
 : 3%[76.3 µM]	nt	nt	?	nt	-10%	nt	5%
COCCn1c(=O)c2ccccc2c2ccccc2c1=O
 : -8%	-14%	10%	6%	3%	0%	-5%	-6%
CCOC(=O)Cn1nc(-c2ccccc2)c2cnc3ccc(CC)cc3c21
 : 1%	nt	-2%	-10%	8%	-3%	3%	0%
O=[N+]([O-])c1cc(C(F)(F)F)ccc1N1CCC(O)CC1
 : -2%	19%[10 µM]	nt	-10%	4%	?	-2%	-11%
CCCCOc1ccc(C(=O)NNC(=S)NC(=O)CC)cc1
 : -10%	4%[10 µM]	-4%	-17%	1%	?	2%	-10%
COc1ccc(-n2nc(C(=O)Nc3ccc(Cl)cn3)c3c4ccccc4n(C)c3c2=O)cc1Cl
 : 13%[76.3 µM]	nt	nt	-10%	nt	0%	nt	?
O=C(CSc1ccc(Cl)cc1)Nc1ncccn1
 : 11%	5%[10 µM]	2%	0%	14%	8%	-4%	3%
Cn1c(=O)oc2cc(S(=O)(=O)N3CCN(c4ccccn4)CC3)ccc21
 : 0%	-3%	-1%	-12%	4%	-8%	2%	2%
COc1ccc(CCNC(=O)c2ccc(N(C)S(=O)(=O)c3ccccc3)cc2)cc1
 : -4%	2%[10 µM]	nt	-12%	8%	nt	3%	-17%
CCCCCCCCOC(=O)C(NC(=O)CCC(=O)Nc1ccc(S(N)(=O)=O)cc1)C(O)c1ccccc1 (configuration not stated)
 : 0%	15%	-3%	-3%	-4%	2%	-7%	0%
COc1ccc(N2CCN(c3cc(C)nc4nc(-c5ccc(C)cc5)nn34)CC2)cc1
 : 17%[76.3 µM]	nt	nt	-23%	nt	?	nt	0%
COc1nsnc1NS(=O)(=O)c1ccc(NC(=S)NC(=O)c2ccncc2)cc1
 : -2%	-3%[10 µM]	nt	3%	3%	0%	0%	-6%
CCC(=O)Nc1ccc(C(=O)NCCCn2ccnc2)cc1
 : 27%	-27%	-1%	-2%	3%	-4%	1%	-8%
C/C(=N\NC(=O)NC1CCCCC1)C1CCCCC1
 : -4%	14%[10 µM]	-1%	5%	9%	-4%	3%	13%

Screens in order: GAA glycogen	HTT ATP protect	GAA inhib	Tau fluor cs	aGal spleen mod	Tau ThT inhib	aGlu spleen mod	Tau fibril FP
Cc1nn(-c2ccccc2)nc1C(=O)Nc1nnc(C(F)(F)F)s1
 : 1%	-21%[10 µM]	nt	-6%	4%	-3%	-9%	5%
Cc1ccc(CNC(=O)CCc2c(C)nc3c(c(C)nn3-c3ccc(C)cc3)c2C)cc1
 : 4%	-13%[10 µM]	nt	-5%	0%	-7%	-3%	0%
O=C(NC(=S)N(CCO)Cc1ccccc1)c1ccc(S(=O)(=O)N2CCCC2)cc1
 : -16%	-12%	-14%	-6%	-3%	0%	-4%	-4%
CS(=O)(=O)CCSc1ncccc1C(=O)NCc1cccs1
 : 7%	13%[10 µM]	1%	-3%	-2%	0%	-5%	-4%
COc1ccc(C(=O)NC(=S)N2CCN(c3ccc([N+](=O)[O-])cc3)CC2)cc1
 : 6%	nt	-6%	-16%	-9%	?	-9%	-5%
Cc1cc(=O)oc(C)c1C(=O)NC12CC3CC(CC(C3)C1)C2
 : -3%	-14%	-11%	5%	-11%	6%	-6%	-6%
O=C(Cn1cnc2c(nnn2-c2ccccc2)c1=O)N1CCOCC1
 : 2%	-9%[10 µM]	-10%	2%	1%	-2%	11%	-6%
Cc1ccccc1Cn1c2ccccc2c2cnn(CC(=O)NCCCc3ccccc3)c(=O)c21
 : 15%[76.3 µM]	nt	nt	-12%	nt	4%	nt	-10%
O=C(Nc1ccccc1C(=O)N1CCOCC1)c1ccncc1
 : 4%	-5%	-4%	8%	-1%	0%	-4%	3%
CC1CCN(c2ccccc2N)CC1
 : ?	4%[0.074 µM]	-4%	-10%	-1%	-9%	-5%	6%
Cc1ccc(C(=O)N2CC3(C)CN(C(=O)c4ccc(C)cc4)CC(C)(C2)C3=O)cc1
 : 1%	2%[10 µM]	0%	7%	10%	13%	8%	-1%
COc1ccc(/C(O)=C2/C(=O)C(=O)N(Cc3cccnc3)C2c2ccccn2)cc1 (configuration not stated)
 : 5%	7%[10 µM]	0%	4%	-11%	4%	-12%	1%
COC(=O)C1CSC(C(=O)OC)N1C(=O)CN1CCN(c2ccccc2)CC1 (configuration not stated)
 : -1%	-25%	-3%	5%	-1%	2%	4%	0%
CCCCCn1c(=O)[nH]c2cc(C(=O)N3CCN(c4cccc(Cl)c4)CC3)ccc2c1=O
 : -2%[76.3 µM]	nt	nt	-19%	nt	-10%	nt	1%
CSCCC(NC(=O)C1CCC(C)CC1)C(=O)O (configuration not stated)
 : 8%	4%[10 µM]	12%	-8%	7%	-8%	-11%	-1%

Screens in order: GAA glycogen	HTT ATP protect	GAA inhib	Tau fluor cs	aGal spleen mod	Tau ThT inhib	aGlu spleen mod	Tau fibril FP
CCOC(=O)c1c(NC(=O)COC)sc2c1CCCC2
 : 3%	-7%	-17%	-23%	1%	?	-3%	-1%
Cc1c(NC(=O)c2ccc(Cl)s2)c(=O)n(-c2ccccc2)n1C
 : 4%	24%[10 µM]	5%	-7%	-3%	-8%	4%	-3%
Cn1ncc(N=Cc2ccccc2[N+](=O)[O-])c1C(N)=O
 : -11%	6%[10 µM]	nt	-9%	7%	?	1%	7%
CCCSc1nnc(-c2ccccc2N)c(=O)[nH]1
 : 1%	-2%	-3%	-1%	-2%	-16%	-1%	2%
COc1cc(S(=O)(=O)Nc2ccc3cn[nH]c3c2)ccc1Cl
 : 4%	-26%	0%	-26%	-11%	-3%	-11%	-12%
Cc1c(NC(=O)C2CCN(S(=O)(=O)c3cccs3)CC2)c(=O)n(-c2ccccc2)n1C
 : -5%	26%[10 µM]	-10%	-13%	-6%	-10%	-16%	-8%
Cc1cc(C(=O)COc2ccccc2C(N)=O)c(C)n1C1CC1
 : 14%	-28%	7%	-1%	6%	?	-1%	10%
C=CCSc1nnc(NC(=O)c2ccc(S(=O)(=O)NCC3CCCO3)cc2)s1 (configuration not stated)
 : 6%	-17%	-9%	-3%	0%	-2%	-3%	1%
CCOC(=O)N1CCC(NS(=O)(=O)c2ccc(C#N)cc2)CC1
 : 6%	-11%[10 µM]	nt	-14%	-6%	-9%	-3%	4%
CS(=O)(=O)N(CC(=O)Nc1ccc(CC#N)cc1)c1ccc(C23CC4CC(CC(C4)C2)C3)cc1
 : -13%	41%[10 µM]	?	?	13%	4%	-11%	?
O=C(Nc1nnc(C23CC4CC(CC(C4)C2)C3)s1)c1ccc(N2C(=O)CCC2=O)cc1
 : 5%	2%[10 µM]	-15%	-15%	2%	-8%	0%	-6%
CC(C)OCCCNC(=O)Cn1nc(-c2ccccc2)ccc1=O
 : 12%	-6%	-9%	-13%	-28%	-7%	-9%	-4%
COc1ccc(/C=C2/C(=O)N(Cc3ccccc3)N=C2C)cc1
 : 4%	17%[10 µM]	4%	15%	-1%	3%	5%	4%
CCOCCCN1C(=O)CN(C2CCC(C)CC2)C(=O)C1c1ccc(C)cc1 (configuration not stated)
 : 11%	-4%[10 µM]	-6%	7%	-10%	-1%	-20%	6%

An unsorted share of the library; about 3.3% have a hit in one of these screens.
